ADAM17 inh = ADAM17 inhibition, QFRET primary screen. 370,000 compounds, 0.83% hits. P78536. recombinant ADAM17, EDANS/DABCYL FRET peptide cleavage. inhibition, % at 6.95 µM;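 active = inhibition above the mean of compounds lying between control limits plus 3 SD, set per campaign, cut at about 8.5% in these data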;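 note: 0% = DMSO-only wells as the low control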
PLCb3 inh = blocks human PLC-beta3 enzyme activity; Q01970; Purified PLC-beta3, fluorogenic substrate, fluorescence; AID 720704; inhibition, % at 12.2 µM; 370,000 compounds, 0.18% hits; in the data active = inhibition above about 11%;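 note: 0% = median of compound wells on plate and 100% = full blocker control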
PLCg1 inh = inhibitors of human phospholipase C gamma1; P19174; purified PLC-gamma1, fluorogenic substrate, fluorescence; inhibition, % at 12.2 µM; 370,000 compounds, 0.84% hits; in the data active = inhibition above about 9.5%
Target sequence (P19174 whole entry, looked up): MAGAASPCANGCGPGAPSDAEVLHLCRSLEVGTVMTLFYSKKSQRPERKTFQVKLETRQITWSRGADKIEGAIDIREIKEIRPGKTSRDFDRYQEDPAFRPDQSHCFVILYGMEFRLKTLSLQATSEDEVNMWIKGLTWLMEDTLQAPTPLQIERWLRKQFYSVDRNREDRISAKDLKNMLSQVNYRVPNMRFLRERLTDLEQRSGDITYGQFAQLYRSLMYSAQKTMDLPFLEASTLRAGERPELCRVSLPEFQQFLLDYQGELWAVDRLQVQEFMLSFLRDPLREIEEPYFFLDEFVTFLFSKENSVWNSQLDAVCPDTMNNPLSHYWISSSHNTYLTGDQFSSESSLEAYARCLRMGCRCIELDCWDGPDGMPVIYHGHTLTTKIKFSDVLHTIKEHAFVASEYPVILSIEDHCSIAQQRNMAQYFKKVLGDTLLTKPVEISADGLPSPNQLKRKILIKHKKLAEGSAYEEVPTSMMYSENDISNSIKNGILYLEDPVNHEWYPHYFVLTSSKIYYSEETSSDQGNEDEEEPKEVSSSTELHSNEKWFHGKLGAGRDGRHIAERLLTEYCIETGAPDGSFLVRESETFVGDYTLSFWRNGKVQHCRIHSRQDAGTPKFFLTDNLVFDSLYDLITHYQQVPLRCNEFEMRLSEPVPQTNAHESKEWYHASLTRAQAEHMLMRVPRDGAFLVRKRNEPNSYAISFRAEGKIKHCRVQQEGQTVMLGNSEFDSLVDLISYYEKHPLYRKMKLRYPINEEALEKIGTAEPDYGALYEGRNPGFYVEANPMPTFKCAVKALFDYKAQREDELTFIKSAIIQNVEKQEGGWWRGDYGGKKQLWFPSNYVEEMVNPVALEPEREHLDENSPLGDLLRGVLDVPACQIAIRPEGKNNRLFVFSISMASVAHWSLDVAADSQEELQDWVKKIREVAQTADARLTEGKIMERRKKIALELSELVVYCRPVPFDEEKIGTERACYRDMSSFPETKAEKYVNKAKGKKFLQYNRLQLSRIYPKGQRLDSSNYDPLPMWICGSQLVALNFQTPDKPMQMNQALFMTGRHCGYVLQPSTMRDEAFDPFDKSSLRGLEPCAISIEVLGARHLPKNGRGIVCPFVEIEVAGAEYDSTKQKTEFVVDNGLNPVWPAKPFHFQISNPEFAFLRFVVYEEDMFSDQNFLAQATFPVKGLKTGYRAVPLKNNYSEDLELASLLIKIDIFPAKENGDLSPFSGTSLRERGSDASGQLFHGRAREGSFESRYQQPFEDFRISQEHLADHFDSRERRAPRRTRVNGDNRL
MBD2 inh = MBD2-methylated oligo binding inhibition; Q9UBB5; TR-FRET, MBD2 binding to methylated oligonucleotide; inhibition, % at 4.4 µM; 370,000 compounds, 0.31% hits; AID 686964; in the data active = inhibition above about 13%
DAX1 inh-1 = inhibitors of DAX1 repression of SF-1 activated StAR promoter; HEK293T StAR-luciferase reporter, SF-1/DAX-1 repression relief; inhibition, % at 6.8 µM; 370,000 compounds, 1.1% hits; AID 652010;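 active = inhibition above the mean over all tested compounds plus 3 SD, cut at about 3.6% in these data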;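 note: 0% = DAX-1 cells with DMSO and 100% = cells lacking DAX-1 with DMSO; higher inhibition means more luminescence from relief of DAX-1 repression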
ssDAF12 agonist = S. stercoralis DAF-12 activation, primary screen; activation, % at 6.8 µM; HEK293 ssDAF-12/GRIP1 lit1-tk-luc reporter, luminescence; % of 3 µM dafachronic acid response; 370,000 compounds, 1% hits;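 active = activation above the mean over all tested compounds plus 3 SD, cut at about 0.9% in these data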;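 note: 0% = DMSO-only wells and 100% = 3 µM delta7-dafachronic acid wells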
hgDAF-12 ag = agonists of H. glycines DAF-12 nuclear receptor; HEK293 GAL4-hgDAF12 UAS-luciferase reporter, agonist luminescence; normalized to butyrate control; activation, % at 6.8 µM; 370,000 compounds, 1.8% hits; AID 687014;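 active = activation above a cutoff set at the mean of all screened compounds plus 3 SD, cut at about 10% in these data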;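 note: 0% = DMSO wells and 100% = sodium butyrate wells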
hcDAF-12 act = H. contortus DAF-12 activation, primary screen. activation, % at 6.8 µM. AID 652067. HEK293 hcDAF-12 lit1-tk-luc reporter, luminescence; 0% DMSO, 100% Δ7-dafachronic acid. 370,000 compounds, 1.4% hits;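 active = activation above the mean of all tested compounds plus 3 SD, cut at about 5.5% in these data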;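 note: 100% = response to 3 µM Δ7-dafachronic acid high control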
Rev-erbA mod = Rev-erb alpha (human) modulation | P20393 | Rev-erbα–FITC-DNA binding, fluorescence polarization, 90 min | activity, % at 10 µM | 370,000 compounds, 0.79% hits | AID 1259318;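 active = activity above about 14%, limit read from the data; passing the limit was not always enough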;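 note: 0% = DMSO wells with 35 nM protein and 100% = DMSO wells with 750 nM protein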
DAX1 inh-2 = inhibitors of human orphan nuclear receptor DAX1 (NR0B1); 340,000 compounds, 0.99% hits; inhibition, % at 6.75 µM; HEK293 Gal4-DAX1 luciferase reporter, luminescence; P51843; AID 504766;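 active = inhibition above the mean over all tested compounds plus 3 SD, cut at about 4.2% in these data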;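 note: 0% = DAX1-transfected cells with DMSO and 100% = empty-vector control cells with DMSO; inhibition shows as a rise in luminescence from relieved DAX1 repression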
SMARCA2 activ = SMARCA2 function activation, primary screen; MG213 cells, MMTV-luciferase reporter, dexamethasone, overnight; activation, % at 9.1 µM; 370,000 compounds, 1% hits; in the data active = activation above about 7.8%;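 note: 0% = vehicle wells and 100% = reference activator wells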
* marks the source's active call; other numbers are inactive results; / = not tested or not shown.

SMILES	Rev-erbA mod	DAX1 inh-2	PLCb3 inh	ADAM17 inh	SMARCA2 activ	DAX1 inh-1	hgDAF-12 ag	MBD2 inh	ssDAF12 agonist	PLCg1 inh	hcDAF-12 act
CNC(=O)C1CC(=O)N/C(=N/N=C(\C)c2cccs2)S1 (stereo not drawn)	/	0.0	11*	10*	-4	0.5	2.3	-10	-0.8	7	0.2
O=C(C1=C[C@H](c2csc3ccccc23)C[C@H](OCc2ccc(CO)cc2)O1)N1CCCCCCC1	2	/	2	1	-1	0.0	-2.9	1	-1.1	6	-1.5
COC(=O)c1cn(NC(=O)c2ccc3c(c2)OCO3)c(=O)c2ccccc12	2	-1.3	0	0	-1	-0.2	2.0	-1	-1.3	-2	-1.7
CCOC(=O)C1CCN(C(=O)CCS(=O)(=O)Cc2ccccc2)CC1	7	0.7	-11	-1	-3	0.2	0.9	6	-1.2	1	0.9
CC1CCc2onc(C(=O)NCc3ccco3)c2C1 (stereo not drawn)	1	-0.9	-5	1	3	-1.0	7.7	0	-1.4	2	0.9
O=C(NNC(=S)NCc1ccco1)C(c1ccccc1)c1ccccc1	-2	-0.4	-2	5	4	-0.9	-3.0	-3	-2.1	0	0.2
C[C@@H](NC(=O)c1ccccc1OCC(=O)Nc1ccc(I)cc1)C(=O)N(C)Cc1ccccc1	7	/	1	2	-3	-1.3	-2.6	0	-1.3	0	-0.3
Cc1cccc2cn[nH]c12	5	-0.1	-2	1	1	0.4	4.2	-2	-0.9	1	1.7
CCCc1nc2ccc(C(=O)OC)cn2c1Cc1ccccc1C(F)(F)F	-1	/	-53	-11	-3	0.8	0.1	11	-0.4	-35	0.1
CNC(=O)Nc1ccc2snnc2c1	-1	0.7	-7	-13	-1	0.2	2.6	-2	-1.1	-8	-0.5
COc1cccc(NC(=S)Nc2cccnc2)c1	2	-0.5	2	3	3	0.5	1.6	1	-1.2	7	0.7
COc1cccc(OC)c1C(=O)Nc1ccc(C(=O)NCc2ccccc2)cc1	-4	1.1	-5	-2	-1	0.7	1.6	-1	-0.8	0	-1.3
CCOc1ccc(C2C(C(=O)c3ccc(C)o3)=C(O)C(=O)N2c2cc(C)on2)cc1OC (stereo not drawn)	2	0.6	-54	-3	-2	-2.8	-2.3	1	-1.5	-35	-2.1
CCc1ccc(NC2=NC(C(=O)c3ccccc3)CC(=O)N2)cc1 (stereo not drawn)	2	-1.1	-2	-4	-1	-0.1	-1.8	1	-1.1	0	-0.8
O=C(CSc1nc2ccccc2o1)NCc1n[nH]c(=O)c2ccccc12	-3	1.6	2	-3	-3	0.5	6.0	-4	0.1	2	6.2*
CCCCNC(=O)C(NC(=O)Cc1cc(OC)cc(OC)c1)C(=O)c1ccccc1 (stereo not drawn)	4	/	6	-4	-2	-0.1	-1.4	-1	-0.8	-1	0.3
COc1cc(N/N=C(\C)c2ccc(O)c(C)c2)nc(-c2ccccc2)n1	-1	0.7	0	-2	0	0.8	1.6	2	0.2	-1	2.6
COc1ccc(-c2cc(NC(C)=O)c3ncc(-c4ccc(F)cc4)n3c2)cc1OC	1	/	-85	-30	-1	-1.9	-2.1	-4	-1.0	-69	0.0
CCn1c2ccccc2c2nnc(SCCN3CCOCC3)nc21	-7	-1.4	-12	4	0	-0.5	0.6	0	-0.9	-4	-1.7
Clc1ccc(C[n+]2cc(-c3ccc(Cl)cc3)n3c2CCC3)cc1	-2	2.0	-12	-3	-3	-0.5	-3.0	3	-2.2	-2	-2.7
Cc1ccc(NC(=S)N2CCN(c3ccccn3)CC2)cc1C	3	-0.8	0	3	-2	0.0	-1.5	-6	-0.9	11*	-1.7
Cc1cccc(N2CCN(C(=O)C(Cc3ccccc3)n3cccc3)CC2)c1C (stereo not drawn)	-3	-0.6	3	3	-3	-1.1	-2.5	-1	-1.7	4	-2.1
COc1ccccc1N1CCN(CC(O)COc2ccc3c(C)cc(=O)oc3c2)CC1 (stereo not drawn)	-2	0.7	-13	-30	-1	-0.9	-2.6	1	-0.6	-8	-0.2
COc1cc(OC)cc(C(=O)NCC(=O)OCC(=O)/C=C2/N(C)c3ccccc3C2(C)C)c1	-5	-0.5	-146	-37	-3	0.3	-1.2	4	-1.9	-90	0.6
Cc1ccc2c(C)[nH]c(=O)cc2c1	5	-0.4	0	-7	-1	-0.2	0.6	5	-0.6	1	1.3
Cc1ccc(C(C)C)cc2c(C)ccc1-2	9	0.8	-2	-7	-2	-0.5	-1.6	-3	-1.7	-2	0.6
Cc1onc(-c2ccccc2)c1C(=O)N1CCN(S(=O)(=O)c2ccc(OC(F)(F)F)cc2)CC1	3	0.3	-9	-1	3	0.0	-1.0	-9	-0.1	-3	3.0
O=C(Cc1c[nH]c2ccccc12)N1CCc2ccccc21	1	0.8	-6	-1	0	-0.4	7.7	0	-0.2	-6	3.0
Cc1cccc(OCCC(=O)Nc2ccc(S(=O)(=O)N3CCCC3)cc2)c1	-2	-0.2	-1	7	-1	-1.3	-1.0	-4	-1.3	4	-0.8
O=C(NCc1ccc(Cl)nc1)c1ccc2nc([C@@H]3O[C@H](CO)[C@H](O)[C@H](O)[C@H]3O)[nH]c2c1	3	/	-3	-7	-6	-1.6	-1.2	1	-1.0	2	-0.3
COc1ccc(OC)c(S(=O)(=O)Nc2cccc3ccccc23)c1	1	/	-18	-5	1	-0.3	-0.2	0	-0.3	-7	5.0
CCN1C(=O)[C@H]2[C@@H](c3ccc(-c4ccc5c(c4)OCO5)c(OC)c3)N[C@@](CC(C)C)(C(=O)OC)[C@H]2C1=O	12	0.2	-321	-103	0	-0.3	-0.2	-7	-1.5	-229	-0.8
O=C(CCc1ccccc1)NNC(=O)Nc1ccccc1	-4	-0.6	2	-5	-5	0.0	0.9	3	-0.8	-2	-0.2
C(=C\c1cc(/C=C/c2ccccc2)ncn1)/c1ccccc1	-2	5.0*	-19	-15	4	1.3	4.1	2	-0.3	-11	3.0
CC(C)OC1(c2ccccc2)OC(=O)c2ccccc21 (stereo not drawn)	1	1.2	3	1	-4	-0.7	-3.2	4	-1.6	0	-2.0
Cc1ccc(C)n1NC(=O)c1ccco1	-1	1.2	-16	8	-5	0.0	3.4	-7	-0.8	-12	-0.5
O=C(CC(=O)N/N=C/c1ccc(Cl)cc1Cl)NCc1ccccc1	3	-0.5	-1	-3	1	-0.4	-2.1	-3	-0.4	-2	-0.4
COc1ccc2cc(C)c(SCC(=O)Nc3cc(C)on3)nc2c1	109*	0.6	1	-4	-1	0.7	-0.6	-3	-0.8	0	-0.7
CCOc1ccc(C(=O)N2CCSC2=S)cc1	-3	0.3	5	7	-1	0.5	-0.1	-3	-0.9	5	0.8
CCOc1ccc(CNc2ccc3c(c2)ncn3C)cc1	-5	-0.7	-30	-13	-2	0.2	0.8	-7	-0.1	-23	-0.3
Cn1cc([N+](=O)[O-])c(C(=O)Nc2ccc3c(c2)OCCO3)n1	-1	-0.9	2	0	-1	0.3	5.5	2	-1.3	3	2.3
O=C(Cc1ccccc1F)Nc1ccc(S(=O)(=O)N2CCCC2)cc1	1	-0.1	-4	-4	-1	-0.4	1.3	-4	-1.3	3	-0.3
C=CCNC(=O)c1sc(SC)cc1-c1ccc(Cl)cc1	1	0.1	-2	4	-1	-1.6	-2.0	0	-1.4	6	-0.7
CCOC(=O)/C(C#N)=C/c1ccc(OC(=O)c2ccccn2)cc1	-2	0.2	0	2	-2	0.7	3.7	-5	-1.0	1	0.0
C=C(C)C(=O)OC1(C(F)(F)F)Oc2cc(C)ccc2NC1=O (stereo not drawn)	0	-0.4	1	3	21*	-0.1	-3.0	-2	-0.9	-1	-0.4
O=[N+]([O-])c1ccc(O)c(C=Nc2ccc3c(c2)OCCO3)c1	-2	1.3	1	-2	-1	-0.9	-5.9	-1	-1.7	1	-1.5
COc1cc(NC(=O)N2CCc3nc(Nc4cc(Cl)cc(Cl)c4)ncc3C2)cc(OC)c1OC	-4	/	-8	4	-1	-2.2	-3.8	-1	-1.9	-3	-0.1
Cc1ccc(OCC(=O)Nc2cccc(S(=O)(=O)N3CCCCCC3)c2)c([N+](=O)[O-])n1	-6	-1.6	0	3	-4	-0.4	1.3	-1	-1.1	3	1.2
CCCCCCCCCC(=O)N[C@H](CN1CCOCC1)[C@H](O)c1ccccc1	-2	0.3	3	-5	1	0.3	1.7	3	-1.7	2	-0.5
CN(CC(=O)NCc1ccc(F)cc1)Cc1cccc(Cl)c1	1	-0.6	-1	-3	1	-0.1	0.4	0	-0.5	-2	-2.9
COCC(=O)Nc1cc([N+](=O)[O-])ccc1C	-4	-0.1	-2	-2	1	0.5	2.5	-3	-0.5	0	-2.2
COc1ccc(S(=O)(=O)N2CCN(C(=O)NCc3ccccc3)CC2)cc1	1	0.1	2	-5	1	-0.6	-0.2	1	-1.6	0	-0.9
CCN(CCCNc1cc2c(c(N)c1S(=O)(=O)O)C(=O)c1ccccc1C2=O)c1ccccc1	-7	0.2	-12	2	1	-0.5	-0.9	1	-0.4	-7	1.6
COc1ccc(NC(=O)COC(=O)CCOc2ccccc2C)cc1Cl	8	-0.2	-12	6	-2	-1.1	-0.6	5	-0.9	3	-1.4
Cc1nc(-c2ccccc2)sc1C(=O)Nc1ccc(S(N)(=O)=O)cc1	0	-2.5	-14	2	-3	-0.6	-3.0	-1	-1.1	1	-3.7
COc1ccc(NC(=O)OC(C)C)cc1	3	1.4	4	1	8	1.8	11*	2	-0.4	4	4.0
CCN(CC)CC(O)Cn1c(-c2ccccc2Cl)nc2ccccc21 (stereo not drawn)	-2	/	-3	-1	3	0.1	-2.4	2	-1.6	3	-0.5
Cc1ccc(S(=O)(=O)N2CCCCC2C(=O)Nc2nncs2)cc1 (stereo not drawn)	2	1.8	-8	-2	3	0.3	0.9	3	-0.9	2	-0.4
Cc1cc(N/C=C/C(=O)c2cccc3ccccc23)no1	-1	1.4	-25	-6	-1	-0.1	0.2	1	-1.5	-21	-1.4
Cc1ccc(S(=O)(=O)N[C@H](C(=O)N2CCC(C(=O)N[C@@H](CCC(N)=O)C(=O)O)CC2)C(C)C)cc1	-6	1.4	10	1	0	-0.5	-0.5	-3	-1.5	3	-1.0
CCc1nc2ccccc2c(C(=O)OCC(=O)Nc2cccc(S(=O)(=O)NC3=NCCCCC3)c2)c1C	2	-5.4	-13	6	-3	-2.9	-7.4	-2	-3.0	7	-4.6
CCc1ccc(N/C(N)=N/c2nc(CSc3ccccn3)cc(=O)[nH]2)cc1	-10	/	1	-2	-2	-0.3	-1.6	-2	-1.0	1	-2.5
O=c1c(=O)n(CCO)n(CCO)c(=O)n1CCO	-2	1.9	0	-1	-2	-0.6	8.0	7	-0.1	5	0.0

Screening data (PubChem BioAssay)
